Screening data deposited in PubChem by several laboratories.
pCIP destab: lowers stability of the mouse p/CIP coactivator protein; Q05BA5; F442A p/CIP-EGFP cells, EGFP fluorescence, 16 h; decrease of EGFP signal, % at 10 µM; 290,000 compounds, 0.01% hits; AID 1984;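 active = EGFP signal decrease of at least 30% at 10 µM or well 3 SD below plate mean, unless failing retest; inactive = the rest, including hits failing retest or dose response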; also: some compounds called inactive have numbers as strong as hits; many of its hits are not listed in these tables
PfM18AAP inh: PfM18AAP enzyme inhibition | recombinant PfM18AAP, H-Glu-NHMec fluorogenic cleavage | inhibition, % at 7.35 µM | 290,000 compounds, 1.2% hits | AID 1822;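 active = inhibition above the campaign mean inhibition over all tested compounds plus 3 SD, cut at about 28% in these data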;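 also: 0% = plate median of test compound wells and 100% = 2 mM ZnCl2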
NALP1 inh: blocks the NALP1 inflammasome reconstituted in yeast; S. cerevisiae NALP1/ASC/caspase-1 growth, X-gal OD620, 72 h; inhibition, % at 10 µM; 280,000 compounds, 0.61% hits; in the data active = inhibition mostly above about 24%, no sharp cut-off; inactive = mostly below about 32%; also: some compounds called inactive have numbers as strong as hits
PHOSPHO1 inh: PHOSPHO1 (human) inhibition. inhibition, % at 13.3 µM. recombinant PHOSPHO1, absorbance phosphatase assay. Q8TCT1. 290,000 compounds, 1.1% hits; in the data active = inhibition above about 60%
IMP-1 inhibitor: inhibitors of Pseudomonas aeruginosa IMP-1 metallo-beta-lactamase; purified IMP-1, nitrocefin hydrolysis, epi-absorbance fluorescence; inhibition, % at 5.6 µM; 290,000 compounds, 0.45% hits;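 active = inhibition above the mean plus 3 SD of all compounds in the same screening run, cut at about 4.5% in these data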;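 also: 0% = IMP-1 with DMSO and 100% = DMSO wells lacking enzyme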
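System: purified IMP-1; amount: IMP-1 0.2 nM before substrate addition; compound: single dose, 5.6 µM; times: 25 °C, 15 min preincubation, 25 min reaction; signal: Epi-absorbance via hydrolysed-nitrocefin quenching of white-plate fluorescence, 480/530 nm, EDTA stop; benchmarks: DMSO with and without IMP-1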
VIM-2 inh: blocks Pseudomonas aeruginosa VIM-2 metallo-beta-lactamase. purified VIM-2, nitrocefin hydrolysis, epi-absorbance fluorescence. inhibition, % at 5.6 µM. 290,000 compounds, 0.89% hits;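 active = inhibition above the mean of all tested compounds plus 3 SD, cutoff set per screening run, cut at about 7.5% in these data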;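 also: red hydrolysis product quenches plate fluorescence so inhibitors raise well fluorescence; 0% = enzyme with DMSO and 100% = DMSO without enzyme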
IDE act: boosts human insulin-degrading enzyme activity in HEK cells | activation, % at 5.96 µM | FAbeta-B cleavage, fluorescence polarization; 0% vehicle, 100% cell-free pure enzyme wells | P14735 | 340,000 compounds, 0.073% hits;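 active = activation above the mean of all tested compounds plus 3 SD, set per screening campaign, cut at about 17% in these data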
Target sequence (P14735 whole entry, looked up): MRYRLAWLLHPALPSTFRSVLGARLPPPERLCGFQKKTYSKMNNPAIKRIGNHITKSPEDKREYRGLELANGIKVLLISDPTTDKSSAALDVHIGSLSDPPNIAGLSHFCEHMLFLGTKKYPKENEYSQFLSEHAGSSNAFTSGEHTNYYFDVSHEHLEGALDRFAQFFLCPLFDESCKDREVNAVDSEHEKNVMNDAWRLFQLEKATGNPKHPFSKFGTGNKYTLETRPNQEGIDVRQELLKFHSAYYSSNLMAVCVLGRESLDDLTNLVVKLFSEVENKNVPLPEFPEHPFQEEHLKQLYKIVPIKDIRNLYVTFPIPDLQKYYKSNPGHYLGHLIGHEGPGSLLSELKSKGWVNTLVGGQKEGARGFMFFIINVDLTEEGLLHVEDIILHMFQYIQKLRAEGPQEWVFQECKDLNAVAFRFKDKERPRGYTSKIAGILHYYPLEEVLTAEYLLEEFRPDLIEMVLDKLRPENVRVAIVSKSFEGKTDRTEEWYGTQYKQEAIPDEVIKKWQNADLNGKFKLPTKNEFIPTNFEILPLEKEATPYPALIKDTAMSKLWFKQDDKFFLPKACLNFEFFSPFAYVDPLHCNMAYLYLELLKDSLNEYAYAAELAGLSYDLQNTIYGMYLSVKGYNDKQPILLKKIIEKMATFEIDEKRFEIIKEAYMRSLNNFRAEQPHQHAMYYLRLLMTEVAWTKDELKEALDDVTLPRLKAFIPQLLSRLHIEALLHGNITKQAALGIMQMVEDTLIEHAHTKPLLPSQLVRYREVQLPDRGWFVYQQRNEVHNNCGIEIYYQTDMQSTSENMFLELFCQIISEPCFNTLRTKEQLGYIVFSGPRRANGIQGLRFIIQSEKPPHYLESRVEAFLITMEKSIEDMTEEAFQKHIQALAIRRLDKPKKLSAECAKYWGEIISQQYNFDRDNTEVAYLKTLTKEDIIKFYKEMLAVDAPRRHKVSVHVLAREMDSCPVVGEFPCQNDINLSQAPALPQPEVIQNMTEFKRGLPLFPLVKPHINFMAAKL
IDE cell inh: cellular human IDE inhibition. AID 434962. HEK cells, FAbetaB cleavage, fluorescence polarization. inhibition, % at 5.59 µM. 320,000 compounds, 0.41% hits. P14735;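 active = percent inhibition above the average of all tested compounds plus 3 SD, set per screening campaign, cut at about 16% in these data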;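 also: IDE supplied by intact live HEK cells; FP after avidin binding of uncleaved biotin substrate so inhibition keeps polarization high; 0% = DMSO wells and 100% = 60 µM reference IDE inhibitor Ii1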
GPR7 antag: antagonists of human GPR7 (neuropeptides B/W receptor 1). GPR7-expressing cells, fluorescence antagonist assay. inhibition, % at 4.4 µM. P48145. 290,000 compounds, 1.1% hits; in the data active = inhibition above about 16%, passing the limit was not always enough;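 also: cells stimulated with the agonist NPW; 0% = agonist with vehicle and 100% = vehicle without agonist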
Numbers without * were called inactive; x = no result given.

pCIP destab	PfM18AAP inh	NALP1 inh	PHOSPHO1 inh	IMP-1 inhibitor	VIM-2 inh	IDE act	IDE cell inh	GPR7 antag	compound
-11	x	12	-159	x	x	4	2	x	CCSc1nnc(NC(=O)CSc2nc3c(c(=O)n2CCOC)SC(C)C3)s1 (stereo not drawn)
-14	-5	18	2	-1.3	-3.6	3	5	-3	COc1cccc(C(C(=O)NC2CCCC2)N(C(=O)CNC(=O)c2ccco2)c2cccnc2)c1 (stereo not drawn)
-4	0	30	10	-5.6	-1.7	5	-3	-1	COc1cccc(C(=O)NCCn2ccc3ccccc32)c1
-10	8	8	14	-3.5	-2.5	7	9	-4	Clc1ccc(SCCCCn2ccnc2)cc1
6	0	-12	24	-4.1	-3.3	-4	0	-10	COc1ccccc1N1CCN(C(CNS(=O)(=O)c2ccc(C)cc2)c2cccnc2)CC1 (stereo not drawn)
-11	1	-4	33	-3.7	-3.3	-1	4	-9	CC1(C)CC(NC(=O)C2CCN(S(=O)(=O)c3ccccc3C(F)(F)F)CC2)CC(C)(C)N1
-19	6	0	18	-1.8	-6.0	-3	4	-12	Cc1ccc(-n2nc3c(=O)n(CC(=O)NCCC4=CCCCC4)nc(C)c3c2C)cc1
10	0	3	20	-2.6	-1.5	3	x	-4	[NH-]c1ncnc2c1N=C[N+]2=CC=CCO
-8	0	-6	20	-1.8	-2.9	-2	-5	5	COc1cc(C2C(C#N)=C(N)N(c3sc4c(c3C#N)CCCC4)C3=C2C(=O)CC(C)(C)C3)cc(OC)c1OC (stereo not drawn)
-9	-9	28	23	2.2	0.0	-4	-2	14	O=C(Nc1ccc2c(c1)OCO2)c1ccccc1
4	19	-15	42	-3.3	-1.4	-3	-11	-12	O=C(CSc1nnc(-c2ccncc2)o1)Nc1nncs1
-1	-6	15	-4	-2.7	-1.4	x	x	0	CCN(CC)C(=O)CC(c1ccc(F)cc1)c1ccc(OC(C)C)cc1 (stereo not drawn)
-16	-3	7	18	-1.6	-2.3	0	2	-4	CCn1nc(C)c(CN2CCCC(CNS(=O)(=O)c3ccc(OC)cc3)C2)c1C (stereo not drawn)
-4	-13	19	27	-3.6	-1.6	2	-4	-8	CC(=O)c1ccc(N2CCN(S(=O)(=O)c3c(C)[nH]c(C)c3C(=O)N3CCCC3)CC2)cc1
5	8	2	-12	-0.6	8.8*	x	-3	-4	Cc1nc(N[C@@H](Cc2c[nH]c3ccccc23)C(=O)O)c2oc3ccccc3c2n1
19	6	-3	48	-5.1	-3.3	-5	2	27*	O=C(Nc1ccccc1)Nc1cccc(C(F)(F)F)c1
4	-3	11	11	-1.6	-3.4	3	10	-2	CCOC(=O)N1CCN(C(=O)c2c(O)c3cccc4c3n(c2=O)CC4)CC1
2	0	0	-23	-3.0	-3.6	7	-1	-9	NS(=O)(=O)c1ccc(CCN=C(NS(=O)(=O)c2cccs2)c2ccccc2)cc1
-64	12	-7	44	-0.5	-2.1	-1	5	-1	CSCCC(=O)N1CCC(n2nccc2NC(=O)CCCc2ccccc2)CC1
-12	6	18	-1	-2.5	-3.1	-2	12	-16	CSc1ncnc2c1cnn2-c1ccc(C)cc1C
-8	2	14	5	-6.5	-1.4	0	2	-16	Cn1c(=O)c2c(nc(CN3CCc4ccccc4C3)n2Cc2ccccc2)n(C)c1=O
11	7	18	x	-0.8	-1.0	3	x	-27	CCOc1ccccc1NC(=S)NC(=O)c1ccco1
-13	-11	31	-7	-1.3	-0.8	1	-2	-5	CC1CC(C)CN(C(=O)C(NS(=O)(=O)c2ccc(Br)s2)c2ccccc2)C1 (stereo not drawn)
-8	1	30	-21	-2.6	-1.2	-2	-2	-7	C/C(=N\NC(=O)c1ccc(Cl)c(Cl)c1)c1ccc(Br)s1
-6	5	-13	37	-2.2	0.8	2	-1	-5	Cc1cc(C)c(S(=O)(=O)N2CCCOC2CNC(=O)C(=O)NCc2cccnc2)c(C)c1 (stereo not drawn)

pCIP destab	PfM18AAP inh	NALP1 inh	PHOSPHO1 inh	IMP-1 inhibitor	VIM-2 inh	IDE act	IDE cell inh	GPR7 antag	compound
-16	-13	3	-2	-2.1	-0.2	3	-2	6	CCOC(=O)[C@@H]1[C@H]2COc3ccc(Br)cc3[C@H]2N2C(=O)N(c3ccc(F)cc3)C(=O)[C@]12C
5	-8	-4	34	-1.6	-0.8	-2	-5	-5	COc1cc(CN2CC(=O)N(c3ccc(C)c(Cl)c3)C2=S)cc(OC)c1OC
-2	1	10	38	-0.9	0.7	0	2	5	COc1ccc(C(=O)Nc2nnc(SCC(=O)NC3CCCC3)s2)c(OC)c1
-16	4	x	14	0.0	-1.0	-44	24*	3	O=C(C1CCCCC1)N1CCN(c2ccnc3cc(Cl)ccc23)CC1
8	-7	3	60*	0.6	-2.9	3	6	-4	Cc1cc2nc(C)n(CCCNC(=O)Nc3ccc(C#N)cc3)c2cc1C
-12	2	15	-5	-0.9	-1.5	-6	9	1	O=C(Nc1ccccc1)OC1CCC2CC1CCC2OC(=O)Nc1ccccc1 (stereo not drawn)
-6	0	-1	17	0.5	2.4	4	-2	4	CCOc1ccc(C(C(=O)NC2CCCCC2)N(C(=O)c2csnn2)C2CC2)cc1 (stereo not drawn)
2	-5	11	16	-3.9	-1.4	4	-1	4	CCc1ccc2oc(=O)cc(CN(C)Cc3ccccc3)c2c1
-4	-1	x	40	-2.2	-0.6	3	0	19*	O=C(NCCc1cn2ccccc2n1)C1CCCCC1
-15	1	15	10	-3.1	-5.0	0	4	13	Cc1ccc(C(=O)Cn2nc(C)c([N+](=O)[O-])c2C)c(C)c1
-10	1	12	37	-3.7	-0.5	2	6	-3	O=C(Nc1ccc(Cl)cc1)OCc1cc(-c2ccccc2Cl)on1
1	-7	35	19	-2.9	-4.0	2	-2	-4	COc1ccc(S(=O)(=O)NCCSCc2cccc(C)c2)cc1Br
1	-2	17	17	-0.1	1.1	3	4	-1	Cc1cc(Cl)ccc1NC(=O)c1ccc2c(c1)OCO2
-15	6	-5	-22	-2.2	-1.4	0	6	2	COc1cc(OC)c(C(=O)COc2ncnc3ccccc23)c(OC)c1
6	-7	-2	24	-2.3	-3.3	8	1	-13	Cc1cccc(N2CCN(Cc3nc(C4CC4)no3)CC2)n1
-7	-5	-2	-25	-3.5	-4.3	3	1	-11	Cc1cc(C)nc(SCCn2c(N3CCCCC3)nc3c2c(=O)n(C)c(=O)n3C)n1
-8	-17	4	15	-2.4	2.0	0	2	-12	Cc1cc(=O)oc2c(C)c(OC(=O)c3ccco3)ccc12
9	1	17	24	-2.0	-3.9	0	0	1	CC(=O)c1ccc(N2CCN(S(=O)(=O)c3c(C(=O)N4CCCC4)c(C)n(C)c3C)CC2)cc1
11	-5	x	10	-4.2	-1.6	2	2	1	CCOC(=O)N1CCC(NC(=O)c2ccc(CS(=O)(=O)c3c(Cl)cccc3Cl)o2)CC1
-7	5	8	5	0.7	0.0	7	-2	10	CCN(CC)C(=O)CSc1nc(O)cc(=O)n1C
-9	-1	27	26	-0.7	-1.7	7	0	4	COc1ccccc1/C=C1\N=C(C(C)(C)C)OC1=O
-5	6	-8	37	-2.3	-2.0	5	10	-18	Cc1ccc(-c2c[n+](CC(=O)Nc3ccccc3C)c3n2CCC3)cc1
-18	9	9	19	-3.0	-2.8	-3	1	-9	Cc1cccc(CSCCNC(=O)c2ccc(N(C)S(=O)(=O)c3ccccc3)cc2)c1
0	3	8	4	-1.9	-1.8	3	2	-9	CCOC(=O)C1CCN(C(=O)CCc2c(C)nc3c(-c4ccc(F)cc4)c(C)nn3c2C)CC1
-5	-20	-8	-9	5.1*	3.3	8	0	-3	Cc1ccc([N+](=O)[O-])cc1NC(=S)NC(=O)C(C)(C)C

Three records picked at random from those above:
pCIP destab	PfM18AAP inh	NALP1 inh	PHOSPHO1 inh	IMP-1 inhibitor	VIM-2 inh	IDE act	IDE cell inh	GPR7 antag	compound
6	-7	-2	24	-2.3	-3.3	8	1	-13	Cc1cccc(N2CCN(Cc3nc(C4CC4)no3)CC2)n1
8	-7	3	60*	0.6	-2.9	3	6	-4	Cc1cc2nc(C)n(CCCNC(=O)Nc3ccc(C#N)cc3)c2cc1C
-15	1	15	10	-3.1	-5.0	0	4	13	Cc1ccc(C(=O)Cn2nc(C)c([N+](=O)[O-])c2C)c(C)c1

(more compounds)
pCIP destab	PfM18AAP inh	NALP1 inh	PHOSPHO1 inh	IMP-1 inhibitor	VIM-2 inh	IDE act	IDE cell inh	GPR7 antag	compound
-14	-9	-1	6	-3.9	-1.5	5	11	-3	CCOc1ccccc1N(CC(=O)Nc1ccccc1C(=O)N1CCCC1)S(C)(=O)=O
-68	-12	-1	x	-2.7	-0.1	-3	0	-4	CS(=O)(=O)N1CCCC(C(=O)Nc2ccccc2Cl)C1 (stereo not drawn)
-6	-6	18	20	1.0	-1.4	1	-1	6	Cc1nc2ccccc2n1S(=O)(=O)c1cc(C(=O)O)ccc1Cl
-6	2	12	41	-3.9	-3.0	5	0	-9	O=[N+]([O-])c1ccc(Cl)c(CN2CCN(c3ncccn3)CC2)c1
-16	6	14	28	-2.9	-0.3	0	-5	-15	CCOc1ccc(NS(=O)(=O)c2cc(C)c(C)cc2C)cc1
3	0	16	-7	-4.2	1.1	4	-1	7	Nc1cc(-c2nc3ncccc3o2)ccc1Cl
-19	-14	-4	1	-2.7	-3.9	4	0	11	O=C(CN1C(=O)NC2(CCCC2)C1=O)Nc1ccc(F)c(F)c1F
-6	-10	10	-6	-3.1	-0.6	1	-2	-4	Cn1c(SCc2cc(=O)[nH]c3ccccc23)nnc1-c1ccc(Br)cc1
-9	2	3	23	-2.4	-3.1	-1	1	-7	O=C(NCC1CCCO1)c1ccc(-c2cccc(C(F)(F)F)c2)o1 (stereo not drawn)
-4	-2	6	-16	-2.7	0.4	7	0	-2	Cn1c(=O)[nH]c(=O)c2c1nc(SCCC(=O)O)n2Cc1cccc(Br)c1
-22	3	20	0	-6.1	-1.1	4	9	-14	Cc1noc(C)c1C(=O)NCc1cccs1
-10	-1	5	12	-2.5	-3.5	-2	x	0	Cc1ccc(NC(=O)CCC(=O)NNS(=O)(=O)c2ccc(Cl)cc2)cc1C
7	3	0	30	14*	1.0	3	-6	6	CC(=O)N1c2ccc(C)cc2C(c2ccccc2)CC1C (stereo not drawn)
-4	-1	-8	42	-2.2	-2.8	-5	3	-16	Cc1ccc(S(=O)(=O)N2CCCC(C(=O)NCc3ccccc3F)C2)cc1 (stereo not drawn)
2	-1	-10	-4	-4.0	-3.5	1	-2	-6	Cn1c(=O)oc2cc(S(=O)(=O)N3CCC4(CC3)OCCO4)ccc21
12	0	x	38	-3.9	-2.6	6	1	-8	Cc1ccc(S(=O)(=O)N(C)C)cc1NC(=O)Nc1ccccc1
0	1	11	36	-2.5	-5.4	7	2	-5	Cc1cc(C)c(S(=O)(=O)N2CCCC(C(=O)N3CCOCC3)C2)c(C)c1 (stereo not drawn)
-2	-2	13	-27	-2.0	-1.4	-6	-3	-5	COc1ccc(-c2csc(Cc3nnc4n3CCCCC4)n2)cc1
-13	-3	0	32	-0.4	-0.8	2	-2	5	COC(=O)C(=C/C(C)=C/c1cccnc1)C(=O)OC

Already shown: 2 of the compounds above.
pCIP destab	PfM18AAP inh	NALP1 inh	PHOSPHO1 inh	IMP-1 inhibitor	VIM-2 inh	IDE act	IDE cell inh	GPR7 antag	compound
-10	-1	5	12	-2.5	-3.5	-2	x	0	Cc1ccc(NC(=O)CCC(=O)NNS(=O)(=O)c2ccc(Cl)cc2)cc1C
7	3	0	30	14*	1.0	3	-6	6	CC(=O)N1c2ccc(C)cc2C(c2ccccc2)CC1C (stereo not drawn)
